CHRM1 PAM = human M1 muscarinic receptor positive allosteric modulators, primary screen, CHO-K1 cells, Fluo-8 calcium fluorescence, 1536-well; 360,000 compounds, 0.088% hits; CHO-K1 hM1, ACh EC20; 0% = ACh EC20, 100% = maximal ACh; Muscarinic acetylcholine receptor M1 (Homo sapiens), P11229; activation, % at 3 µM; in the data active = activation above about 19%, passing the limit was not always enough
OXTR agonist = human OXTR agonists, primary screen, fluorescence, CHO-OTR cells, Fluo-8 calcium | Oxytocin receptor (Homo sapiens), P30559 | Fluo-8 calcium fluorescence; normalized: DMSO 0%, oxytocin 100% | activation, % at 3 µM | 320,000 compounds, 0.32% hits | AID 2435, 2010;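 active = activation above the mean of all tested compounds plus 3 SD, cutoff set per screening run, cut at about 20% in these data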;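 also: peak over basal fluorescence ratio from a 100 s FLIPR kinetic read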
Target sequence (P30559 whole entry, looked up): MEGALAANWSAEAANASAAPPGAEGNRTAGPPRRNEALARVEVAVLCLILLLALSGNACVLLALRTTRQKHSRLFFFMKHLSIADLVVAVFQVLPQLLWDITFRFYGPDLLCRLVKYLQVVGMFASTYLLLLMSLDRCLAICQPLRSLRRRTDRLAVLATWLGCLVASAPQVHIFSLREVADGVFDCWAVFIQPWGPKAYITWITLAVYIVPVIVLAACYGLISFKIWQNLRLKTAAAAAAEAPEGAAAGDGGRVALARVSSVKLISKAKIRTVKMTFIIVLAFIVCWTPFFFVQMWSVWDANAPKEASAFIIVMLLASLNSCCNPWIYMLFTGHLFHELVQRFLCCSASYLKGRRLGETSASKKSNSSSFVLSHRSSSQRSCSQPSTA
CHO parental Ca = ATP-evoked calcium signal inhibitors, parental CHO, primary screen, counter-screen for OX1R antagonist project, cell-based, fluorescence, Fluo-8 calcium dye; parental CHO-K1, ATP-induced calcium, Fluo-8 fluorescence; inhibition, % at 5.6 µM; 330,000 compounds, 0.63% hits; AID 463079, 2010;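 active = inhibition above that plate's mean sample inhibition plus 3 SD, cut at about 26% in these data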;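 also: 0% = ATP-challenged DMSO wells and 100% = DMSO wells without ATP; some compounds past the cut are filed as inactive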
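Measured by: calcium-sensitive Fluo-8 fluorescence / Test system: CHO parental line / Controls: ATP-challenged DMSO wells low, unchallenged DMSO wells high / Measure: % inhibition / Compound: single nominal dose of 5.6 µM per compound / Replicates: single well per compound, no replicates / Reagent: ATP as calcium-mobilizing challenge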
CHRM1 agonist = human M1 muscarinic receptor agonists, primary screen, Fluo-8 calcium fluorescence, CHO-K1 cells, HTS; CHO-K1 hM1, agonist mode; 0% DMSO, 100% acetylcholine EC100; 360,000 compounds, 0.33% hits; AID 588814, 2011; activation, % at 3 µM;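 active = activation above the run's mean compound activation plus 3 SD, cut at about 16% in these data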;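 also: peak over basal fluorescence ratio within a 140 s kinetic read after compound addition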
TAAR1 ag = human TAAR1 agonists, primary screen, Fluo-8 calcium fluorescence, CHO RD-HGA16 cells | 360,000 compounds, 0.99% hits | vehicle wells 0%, saturating PEA agonist 100% | activation, % at 3 µM;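 active = activation above the mean activation of all test compounds in the run plus 3 SD, cut at about 38% in these data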
Target sequence (Q96RJ0 whole entry, looked up): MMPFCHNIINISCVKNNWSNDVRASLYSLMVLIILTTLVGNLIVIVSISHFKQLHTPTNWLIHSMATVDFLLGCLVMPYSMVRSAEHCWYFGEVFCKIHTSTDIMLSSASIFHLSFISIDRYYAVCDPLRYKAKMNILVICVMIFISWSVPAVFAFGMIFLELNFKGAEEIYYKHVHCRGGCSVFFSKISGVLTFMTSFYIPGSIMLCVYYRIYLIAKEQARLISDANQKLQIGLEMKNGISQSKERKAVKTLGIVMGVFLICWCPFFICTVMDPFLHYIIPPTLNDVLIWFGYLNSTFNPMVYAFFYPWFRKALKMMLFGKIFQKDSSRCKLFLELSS
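Repeats: no replicates (n 1) | Material: CHO-derived RD-HGA16 cells with stable Gα16 and human TAAR1 | Technique: Kinetic Fluo-8 calcium fluorescence | Schedule: 17-24 h seeding, 75 min 37 °C dye, 30 min RT | Evaluation: % activation from peak over basal fluorescence ratio, DMSO-to-PEA scaled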
V1aR counter = agonists of human V1a receptor, primary screen, counter-screen for OXTR agonist project, fluorescence, CHO-V1R cells | Vasopressin V1a receptor (Homo sapiens), P37288 | Fluo-8 calcium fluorescence, agonist mode; 0% DMSO, 100% 3 nM vasopressin | activation, % at 3 µM | 320,000 compounds, 0.25% hits | AID 2797, 2010;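 active = activation above the mean activation of all tested compounds plus 3 SD, per screening run, cut at about 20% in these data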;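 also: signal is peak over basal fluorescence ratio across a 100 second FLIPR read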
OXTR potentiate = human OXTR potentiators, primary screen, fluorescence, CHO-OTR cells, Fluo-8 calcium. activation, % at 3 µM. Oxytocin receptor (Homo sapiens), P30559. Fluo-8 calcium fluorescence, potentiator mode; 0% = oxytocin EC15, 100% = EC100. 320,000 compounds, 0.061% hits;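 active = activation above that plate's cutoff, the mean activation of tested compounds plus 3 SD, cut at about 6.6% in these data, passing the limit was not always enough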;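 also: 100% uses oxytocin at 75 nM as the full agonist control; some results filed as inactive read as strong as hits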
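Material: CHO-OTR cells, human receptor; compound dosing: single dose, 3.0 µM nominal final compound concentration; schedule: 6 min compound pre-incubation at room temperature, 100 s kinetic read; measured by: kinetic Fluo-8 calcium fluorescence; read-out basis: % activation vs EC15 and EC100 oxytocin; controls: EC15 oxytocin alone as 0%, 75 nM oxytocin as 100%; replicates: singlicate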
TAAR1 antagonist = human TAAR1 antagonists, primary screen, Fluo-8 calcium fluorescence, CHO RD-HGA16 cells. inhibition, % at 3 µM. 360,000 compounds, 1.5% hits. AID 624466, 2012. Trace amine-associated receptor 1 (Homo sapiens), Q96RJ0. antagonist;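 active = inhibition above a per-plate cutoff, the mean inhibition of test compounds on that plate plus 3 SD, cut at about 49% in these data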;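 also: 0% = DMSO plus EC80 beta-PEA response and 100% = DMSO alone without agonist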
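System: CHO RD-HGA16 cells bearing hTAAR1. Reagent: EC80 β-phenethylamine stimulus. Schedule: seeding 17-24 h prior, 75-min 37 °C, 30-min RT dye loading. Signal: Fluo-8 intracellular calcium dye fluorescence, real-time kinetic reads. Read-out: % inhibition from peak post-agonist over basal fluorescence ratio. Benchmarks: vehicle wells and EC80 agonist wells. Replicates: n of 1.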
CHRM1 antagonist = human M1 muscarinic receptor antagonists, primary screen, CHO-K1 cells, Fluo-8 calcium fluorescence, 1536-well. Muscarinic acetylcholine receptor M1 (Homo sapiens), P11229. CHO-K1 hM1, ACh EC80 antagonist. inhibition, % at 3 µM. 360,000 compounds, 1.3% hits;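 active = percent inhibition above its own plate's cutoff, namely the mean of that plate's compound wells plus 3 SD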;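 also: peak over basal fluorescence ratio during 140 s after agonist addition; 0% = ACh EC80 plus DMSO and 100% = DMSO alone without agonist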
* = called active by the depositor; · = not tested or not shown.

SMILES | CHRM1 PAM | OXTR agonist | CHO parental Ca | CHRM1 agonist | TAAR1 ag | V1aR counter | OXTR potentiate | TAAR1 antagonist | CHRM1 antagonist
COc1ccccc1Nc1nc(N)nc(CN2CCN(Cc3ccccc3)CC2)n1 | -2.1 | -1.2 | -16.9 | -5.6 | 2.2 | -0.2 | -1.7 | 2.3 | 8.1
CCOc1ccc(NC(=O)CSc2nnc(Cc3cccn3C)n2-c2ccc(OC)cc2)cc1 | 5.6 | -1.6 | -18.9 | -5.4 | · | -1.7 | -7.1 | · | -2.0
CC1CCc2sc(C(=O)N/N=C/c3ccc(O)cc3)cc2C1 (stereo not given) | 7.0 | 0.0 | -15.7 | -1.5 | -5.6 | -0.3 | -0.6 | 12.9 | -11.4
CCOc1ccc(NC(=O)C(=S)NC2CCCCC2)cc1 | 9.0 | -1.2 | -2.5 | -2.7 | 1.5 | -0.1 | -4.7 | -41.9 | -11.6
COCC(C)NC(=O)c1cc(S(=O)(=O)N2CCCCC2)ccc1N1CCOCC1 (stereo not given) | 17.1 | -0.9 | -10.2 | 2.9 | 0.2 | 1.9 | -7.0 | -0.3 | 8.0
COc1ccc(OC)c(C(=O)CCCCC(=O)c2cc(OC)ccc2OC)c1 | -11.6 | · | · | -4.3 | -1.0 | · | · | 45.1 | -3.8
COCCCN1C(=O)C(CC(=O)NC2CC2)CC(C(=O)N2CCOCC2)=C1C (stereo not given) | 0.5 | · | · | -2.7 | 0.8 | · | · | -22.8 | -28.0
CCN(C/C=C/c1ccccc1OC)Cc1ccccc1 | -17.6 | -2.0 | -14.8 | -8.1 | 24.1 | 0.4 | -6.3 | -1.4 | 27.6
C#CC1(NC(=O)N(C)C)CCCCC1 | 2.3 | 0.8 | -5.6 | -1.0 | 6.9 | -0.2 | -13.0 | 5.3 | -1.9
Cc1cccc(C)c1NC(=O)C(NS(=O)(=O)c1cccs1)c1ccccc1 (stereo not given) | -0.7 | -2.3 | -9.6 | -2.2 | -0.8 | 0.5 | -5.6 | 16.4 | 1.8
COc1ccc(Cl)cc1NC(=O)C(C)OC(=O)C1=NNC(=O)CC1 (stereo not given) | 10.2 | -0.5 | -7.9 | 0.6 | 8.2 | -0.5 | 4.8 | 4.4 | -16.1
Cc1nn(CC(=O)N2CCc3ccccc3C2)c(C)c1[N+](=O)[O-] | -2.2 | -1.0 | 4.0 | -2.1 | 57.9* | 0.1 | -3.2 | -13.2 | 16.1
CN(C(=O)CSc1nncn1-c1ccccc1)C1CCS(=O)(=O)C1 (stereo not given) | 12.3 | 0.9 | 3.4 | 0.0 | 0.9 | 0.8 | -1.1 | -9.3 | -8.0
O=C(O)C1CC=CCC1C(=O)NCCc1cccc(Cl)c1 (stereo not given) | 3.2 | 1.4 | 0.0 | -1.7 | · | 2.3 | 3.3 | · | -11.2
CCOP(=O)(OCC)C(NC(=O)c1ccc(OC)c(OC)c1)c1ccccc1 (stereo not given) | 2.9 | -0.2 | -18.5 | -4.3 | 3.1 | -0.5 | -4.1 | 4.5 | -0.2
CCN(C(=O)c1ccc(S(=O)(=O)N(C)C)cc1)C(C)C(=O)Nc1ccc(C)cc1 (stereo not given) | -7.2 | 2.7 | 0.9 | -3.1 | 9.8 | 11.6 | -14.0 | -12.0 | 14.7
COc1ccc(OCCNC(=O)C(Cc2c[nH]c3ccccc23)NC(C)=O)cc1 (stereo not given) | 7.3 | -0.8 | 10.9 | -1.8 | 0.7 | 0.1 | -10.4 | -18.4 | -9.6
COc1ccc(NC(=O)C2CCCN(S(=O)(=O)c3cccnc3)C2)c(OC)c1 (stereo not given) | -12.2 | -0.4 | -10.5 | -3.5 | 0.1 | -0.5 | -6.8 | -12.0 | 13.9
O=C1C2CCCN2C(=O)N1CCN1CCN(c2cccc(C(F)(F)F)c2)CC1 (stereo not given) | 10.6 | · | · | -2.9 | 2.4 | · | · | -8.4 | -13.1
CC(C)(C)OC(=O)CC12CCCCC1NC(=O)O2 (stereo not given) | 14.7 | 0.4 | -9.3 | -0.9 | 1.3 | 0.1 | -11.7 | 9.9 | -7.7
CCN(Cc1ccccc1)Cc1nc(CCc2ccccc2)no1 | 4.5 | -2.2 | -19.0 | -3.4 | 4.8 | -1.2 | -7.6 | 17.4 | -12.5
CCOC(=O)c1c(NC(=O)CSc2nc3c(c(=O)n(C)c(=O)n3C)n2CC)sc(C)c1C | 9.1 | 0.9 | -8.0 | -2.3 | 0.5 | 0.7 | -1.1 | 15.2 | -5.2
Cc1cc2c(c(C)c1Cl)C(c1ccc3c(c1)OCO3)CC(=O)O2 (stereo not given) | 6.0 | · | 9.4 | 0.8 | 6.2 | · | · | 38.0 | -5.6
C=CCSc1nnc(-c2ccncc2)n1-c1ccc(OCC)cc1 | -2.2 | -0.8 | -9.0 | -4.6 | 4.7 | 0.8 | -2.9 | -9.3 | 1.1
O=C(Nc1cccc(F)c1)C1CCN(C(=O)N2CCOc3ccccc32)CC1 | -8.5 | 3.5 | -2.7 | 2.3 | 15.0 | 2.4 | -8.3 | 34.6 | 4.0
Cc1c(-c2ccccc2)cnc2c(C)cccc12 | 3.9 | -1.5 | 0.2 | -1.0 | -1.9 | -0.1 | -0.9 | -25.9 | -12.2
Cc1ccc(CNC(=O)CNS(=O)(=O)c2ccc3c(c2)C(C)(C)C(=O)N3C)cc1 | -2.7 | -0.5 | 2.5 | -2.7 | 0.2 | 0.4 | -5.4 | -17.0 | 8.6
O=C(CSc1ncnc2nc[nH]c12)c1ccc(Cl)cc1 | 5.4 | 0.6 | -1.2 | 2.3 | 2.4 | 2.4 | -7.5 | 1.4 | -11.8
Cc1ccc(CN2CCNC(=O)C2CC(=O)NCCCn2cccn2)o1 (stereo not given) | 2.7 | 0.2 | -0.7 | -3.6 | 3.7 | 0.0 | -3.4 | -23.2 | 0.0
COC(=O)CSc1nc2ccccn2c(=O)c1C=O | 2.3 | 1.5 | -6.7 | -8.1 | 2.5 | -0.2 | 4.1 | 15.1 | 4.2

Whole records, quoted from the list. Order of screens: CHRM1 PAM	OXTR agonist	CHO parental Ca	CHRM1 agonist	TAAR1 ag	V1aR counter	OXTR potentiate	TAAR1 antagonist	CHRM1 antagonist
Entry for CCN(Cc1ccccc1)Cc1nc(CCc2ccccc2)no1 = 4.5	-2.2	-19.0	-3.4	4.8	-1.2	-7.6	17.4	-12.5
Entry for Cc1ccc(CN2CCNC(=O)C2CC(=O)NCCCn2cccn2)o1 (stereo not given) = 2.7	0.2	-0.7	-3.6	3.7	0.0	-3.4	-23.2	0.0

Next results:
SMILES | CHRM1 PAM | OXTR agonist | CHO parental Ca | CHRM1 agonist | TAAR1 ag | V1aR counter | OXTR potentiate | TAAR1 antagonist | CHRM1 antagonist
CCCNC(=O)Nc1ccc(NC(C)=O)cc1 | 2.8 | 0.7 | -1.9 | -7.3 | 4.8 | 0.2 | -2.7 | 2.0 | -3.1
CCC(C)[C@H](NC(=O)OC(C)(C)C)C(=O)N/N=C/C1=Cc2ccccc2OC1 (stereo not given in full) | 3.8 | -2.0 | -22.3 | -6.9 | 1.2 | -0.2 | -0.4 | -28.8 | 1.0
O=C(NCc1cccs1)C1CCCN1C(=O)Nc1ccccc1 (stereo not given) | 13.4 | -0.6 | -4.3 | -1.3 | 10.8 | -0.9 | -11.0 | 3.9 | -17.9
CCc1nnc(NC(=O)CN2CCN(Cc3ccccc3Cl)CC2)s1 | 6.2 | -0.3 | -11.8 | -9.0 | 1.0 | 2.9 | -10.3 | -3.1 | -6.8
CC1=C(C(N)=O)C(c2cccc(OCc3ccccc3)c2)n2nnnc2N1 (stereo not given) | 8.6 | 0.1 | 2.5 | -1.4 | 4.0 | 0.6 | -12.1 | 15.3 | -20.3
Cc1cc(C(C)(C)C)oc1C(=O)O | -8.4 | 0.5 | 26.1 | -8.2 | 3.7 | -0.3 | 0.1 | -27.9 | 5.1
CCCCn1c(N)c(N(CC(C)C)C(=O)CSCc2ccc(Cl)c(Cl)c2)c(=O)[nH]c1=O | 15.9 | -1.8 | -21.7 | 6.7 | 1.9 | -1.2 | 1.2 | -12.3 | -6.6
CCCCCCCCCOC(=O)C1N2C(=O)[C@@H](NC(=O)COc3ccccc3)[C@H]2SC1(C)C (stereo not given in full) | -0.4 | 2.9 | 0.8 | -0.5 | -0.2 | 1.7 | -5.3 | 13.7 | 4.4
CCOC(=O)C1CCCN(c2c(NCCc3cccc(C)c3)c(=O)c2=O)C1 (stereo not given) | 5.0 | 0.7 | -14.0 | -1.3 | 0.8 | 0.5 | -7.9 | -40.5 | -9.9
CCN1CCN(Cc2ccc(OC)c(OCc3ccccc3)c2)CC1 | 7.8 | 0.9 | -2.5 | -7.9 | 6.2 | 0.3 | -3.4 | -0.3 | -12.4
COc1cc(CNCc2ccc3c(c2)OCO3)c([N+](=O)[O-])cc1OC | 3.2 | 0.4 | -17.7 | -5.4 | -0.7 | 1.0 | 2.5 | -3.9 | -3.9
CCOC(=O)CNS(=O)(=O)c1cc(-c2nn(C)c(=O)c3ccccc23)ccc1C | 0.6 | 1.3 | -21.4 | -0.5 | 8.6 | 2.2 | -1.8 | -2.1 | -19.3
COc1ccc2c(c1)-c1nc(/N=C/c3ccc(O)cc3)sc1CC2 | 7.7 | -1.5 | -8.8 | -4.6 | 4.5 | -0.3 | -3.3 | -15.0 | -5.3
O=C(NC1CCCCC1)c1cc(-c2ccc(Cl)cc2)on1 | 0.6 | 0.7 | 7.8 | -1.3 | 0.5 | 0.3 | -4.6 | -5.6 | 8.1
CC[C@]1(C(=O)OC)[C@H]2C(=O)N(Cc3ccccc3)C(=O)[C@H]2[C@H]2CN=C(SCc3ccc(Cl)cc3)N21 | -1.6 | · | -19.6 | -4.7 | · | · | · | · | -2.4
COC(=O)c1cc(NC(=O)Cn2nc(C)n3cccc3c2=O)cc(C(=O)OC)c1 | 6.2 | 0.4 | -6.5 | 0.3 | 2.5 | -0.6 | -4.7 | -15.8 | -2.4

From PubChem
